TDP1 cell CPT = qHTS for Inhibitors of human tyrosyl-DNA phosphodiesterase 1 (TDP1): qHTS in cells in presence of CPT. chicken DT40 Tdp1-/-;hTDP1 cells + 20 nM CPT, ATP luminescence, 48 h. Potency, µM (series often up to 46.2 µM), for the others: at the top dose activity change, negative = growth inhibition, hits mostly inhibitors. 12% of 420,000 active. AID 686979, 2013; active = well fitted inhibition curve with a large enough effect; inconclusive = small, poorly fitted or top-dose-only effect; also: nearly all actives have a fitted effect of over 55% in size
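Chicken DT40 Tdp1-/- cells stably complemented with human TDP1 were seeded at 400 cells/well in medium containing 20 nM camptothecin, exposed to pin-transferred compounds, and grown at 37 °C for at least 48 hr. Viability was read as ATP luminescence.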
The depositor's hits bear a star; ? = inconclusive; [ ] = remark or other dose. % is scaled to controls: 0 for no effect and ±100 for the full control effect; potency is read from the fitted curve at half-maximal effect. An excerpt; rates above refer to the full screens.

The first 7 entries, ahead of the listing:
SMILES	TDP1 cell CPT
Cc1ccc(CNC(=O)CC[C@H]2O[C@@H](n3cc(C)c(=O)[nH]c3=O)C[C@@H]2O)o1	-5.3%
COc1ccc(CNC(=O)C2(C)Cc3c(-c4ccc(C(N)=O)cc4)ccnc3O2)cc1OC (stereo not given)	0.0%
Cc1cc(C(=O)N2CCC2(C)C(=O)NS(=O)(=O)c2cccc(OC(F)F)c2)nn1C (stereo not given)	-14.4%
Cc1ccc(C(=O)OCC(=O)NCc2ccccc2)s1	1.9%
Cc1ccc(Cc2c(-c3cccc(Br)c3)nc3ccc(Cl)cn23)cc1	?
COc1ccc(S(=O)(=O)N2CCCCC2c2cc(C(=O)NCc3ccc(F)cc3)no2)cc1 (stereo not given)	?
CCC(=O)N[C@@H]1C=C[C@@H](CC(=O)NCc2ccccc2F)O[C@@H]1CO	6.0%

The listing, from the first entry:
SMILES	TDP1 cell CPT
Cc1ccc(CNC(=O)CC[C@H]2O[C@@H](n3cc(C)c(=O)[nH]c3=O)C[C@@H]2O)o1	-5.3%
COc1ccc(CNC(=O)C2(C)Cc3c(-c4ccc(C(N)=O)cc4)ccnc3O2)cc1OC (stereo not given)	0.0%
Cc1cc(C(=O)N2CCC2(C)C(=O)NS(=O)(=O)c2cccc(OC(F)F)c2)nn1C (stereo not given)	-14.4%
Cc1ccc(C(=O)OCC(=O)NCc2ccccc2)s1	1.9%
Cc1ccc(Cc2c(-c3cccc(Br)c3)nc3ccc(Cl)cn23)cc1	?
COc1ccc(S(=O)(=O)N2CCCCC2c2cc(C(=O)NCc3ccc(F)cc3)no2)cc1 (stereo not given)	?
CCC(=O)N[C@@H]1C=C[C@@H](CC(=O)NCc2ccccc2F)O[C@@H]1CO	6.0%
Cc1nc(SCC(=O)c2cc(C)n(C3CC3)c2C)c2ccccc2n1	8.2µM*
CCc1nc2c(OCCC3CCCCC3)cccn2c1N(C)C(=O)c1ccc(OC)cc1	?
Cc1cc(Cl)ccc1C(O)c1ncc(-c2ccc(F)cc2)[nH]1 (stereo not given)	?
COc1cc(=O)n2c(c1C(=O)NC(C)c1ccco1)CCN(C(=O)c1ccc(F)cc1Cl)CC2 (stereo not given)	-9.8%
CCc1nc2c(OCc3c(C)noc3C)cccn2c1N(C=O)Cc1ccccc1	?
CC1(C(=O)NS(=O)(=O)c2ccc(Cl)cc2)CCN1C(=O)CCc1ccccc1 (stereo not given)	?
CCOC(=O)CC1(CCc2ccccc2)Oc2ccccc2O1	4.1%
CCN(CC(=O)Nc1c(F)cccc1F)C(=O)CCCN1C(=O)c2ccccc2C1=O	-5.9%
Cn1c(NCc2ccccc2)nc2cc(-c3cccc(C(F)(F)F)c3)sc2c1=O	?
CC1=CC(C)(C(Cl)(Cl)Cl)C(C)=CC1=NO (stereo not given)	-12.7%
O=C(Nc1cccc(OC(F)(F)F)c1)C1Cc2c(-c3ccccc3Oc3ccccc3)ccnc2O1 (stereo not given)	?
Cc1cnc(SCc2ccccn2)nc1C1CCCN(C(=O)c2ccc3c(c2)OCO3)C1 (stereo not given)	20.6µM*
CC(=O)N(C)C[C@@H]1Oc2ncc(C#Cc3ccc(F)cc3)cc2C(=O)N([C@@H](C)CO)C[C@H]1C	-7.7%
COc1ccc(NC(=O)C2Cc3c(-c4cccc(NC(C)=O)c4)ccnc3O2)cc1 (stereo not given)	3.66µM*
CCCNC(=O)C1(C)CCN(C(=O)c2ccc(OC)cc2OC)C1 (stereo not given)	-9.6%
COC(=O)C1=CN(c2ccc(C(C)(C)C)cc2)C(N)=C(C#N)C1c1ccc(OC)cc1 (stereo not given)	?
CC(=O)c1c(C)[nH]c(C(=O)OCC(=O)NCc2ccccc2)c1C	?
COc1ccccc1Cn1c(C)c(C(=O)NCc2ccc(C#N)cc2)sc1=O	?
CC(C)C1C(=O)N(Cc2cn(CC3CCCCC3)nn2)CCS(=O)(=O)N1Cc1ccc(-c2ccc(Cl)nc2)cc1 (stereo not given)	14.6µM*
C=CCN(CC=C)Cc1cc(=O)oc2cc(C)c(C)cc12	?
CC(C)NC(=O)N[C@H]1CC[C@H](CC(=O)NCc2ccc(Oc3ccccc3)cc2)O[C@@H]1CO	?
CN[C@@H](C)C(=O)NC[C@H]1O[C@@H](n2cnc3c(=O)[nH]c(N)nc32)[C@H](O)[C@@H]1O	-6.8%
CCCCc1nc2ccc(F)cc2cc1C	-17.5%
CC(C)Oc1ccccc1OC1(C)CCN(Cc2ccc(OC(F)(F)F)cc2)C1 (stereo not given)	?
COc1ccc(NC(=O)C[C@H]2C(=O)N(C3CCCCC3)C[C@@H]2C)cc1	-14.5%
CCc1noc(C)c1C(=O)NCCN1C(=O)S/C(=C\c2ccccc2F)C1=O	18.4µM*
CCN1CCCC1CNC(=O)c1cnn(-c2nccc(-c3ccccc3OC)n2)c1-c1ccco1 (stereo not given)	?
C[C@H](CO)N1C[C@H](C)[C@@H](CN(C)Cc2ccc(C(=O)O)cc2)OCc2cnnn2CCCC1=O	-2.3%
O=C(CCN1CCN(Cc2ccccc2)CC1)NNC(=O)c1ccc(Cl)c(Cl)c1	-23.9%
Cc1ccccc1C1(CC(=O)N2CCCCC2C)CC(=O)N(Cc2cccnc2)C1=O (stereo not given)	17.3%[9.04 µM]
CCOC(=O)[C@]12CCC=C1N(CCC1=CCCCC1)C(=O)[C@H](CC(=O)NCc1cccc(C(F)(F)F)c1)C2	?
COc1cc(-c2cnc3c(NC=O)cc(-c4cccc(C(F)(F)F)c4)cn23)cc(OC)c1OC	5.8µM*
O=C(Nc1ccc(F)c(Cl)c1)c1cc(C2CCCCN2C(=O)c2ccccc2)on1 (stereo not given)	8.2µM*

2 records drawn at random from the list so far:
SMILES	TDP1 cell CPT
CC1=CC(C)(C(Cl)(Cl)Cl)C(C)=CC1=NO (stereo not given)	-12.7%
C=CCN(CC=C)Cc1cc(=O)oc2cc(C)c(C)cc12	?

The listing continues.
SMILES	TDP1 cell CPT
CCc1nc2ccc(C(=O)Nc3ccc(OC)c(OC)c3)cn2c1N(CC)Cc1cccc(Br)c1	23.1µM*
O=C(O)c1ccc(S(=O)(=O)NN=Cc2c[nH]c3ccccc23)cc1	-3.1%
O=C1C(=O)C(Cl)=C(Cl)C(Cl)=C1Cl	-13.5%
CC(C)COC(=O)N1CCCCC1c1cc(C(=O)NCc2cccnc2)no1 (stereo not given)	-19.5%
COc1ccc(CC(N)c2csc(NC(=O)CCc3ccccc3)n2)cc1 (stereo not given)	23.1µM*
CC1(Cc2cccc(C(F)(F)F)c2)C(=O)Nc2c(Cl)cccc21 (stereo not given)	?
OCc1ccccc1-c1cccc2nccn12	?
CCOC1=C2[C@H](c3ccccc3)N(S(=O)(=O)c3ccc(C)cc3)C[C@H]2n2c(=O)n(-c3ccccc3)c(=O)n2C1	-11.6%
Cc1cc(=O)c(C(=O)Nc2cccc(C(=O)NC3CC3)c2)nn1-c1ccccc1	-10.8%
O=C(Nc1ccc(Cl)cn1)c1cccc(S(=O)(=O)N2CCCCCC2)c1	-19.8%
CC(C)C[C@H]1CN([C@@H](Cc2ccccc2)CN2CCCC2CN2C(=S)NC[C@@H]2Cc2ccccc2)C(=S)N1CC1CCCCC1 (stereo not given in full)	6.51µM*
O=C(COC(=O)C1CC1)Nc1cccc(Cl)c1	-17.6%
O=C(CCC1CCCN(C(=O)c2cc(F)ccc2F)C1)N1CCN(c2ccccn2)CC1 (stereo not given)	?
CC(C)NC(=O)N(C)C[C@H]1OCCCC[C@H](C)Oc2ccc(NS(=O)(=O)c3ccccc3)cc2C(=O)N([C@H](C)CO)C[C@H]1C	-0.8%
O=C(c1cnsn1)N1CCOc2ccc(C(O)C(c3ccccc3)c3ccccc3)cc2C1 (stereo not given)	?
CC1C(=O)N(Cc2cn(CCC3OCCCO3)nn2)CCS(=O)(=O)N1Cc1ccc(-c2ccncc2)cc1 (stereo not given)	-25.5%
O=C(NCCc1ccccc1F)c1cc(COc2ccc(F)cc2F)on1	-22.7%
C[C@@H]1O[C@H](CCc2cccc(Cl)c2)CC2=C1C(=O)OC(C)(C)O2	1.64µM*
NC(=O)c1nnn(Cc2cc(Cl)c(C(=O)c3ccc(Cl)cc3)c(Cl)c2)c1N	4.61µM*
CC1(C(=O)Nc2ccc(Cl)c(Cl)c2)CCN1CCc1ccccc1 (stereo not given)	?
O=C(C[C@@H]1C=C[C@@H](NC(=O)C2CC2)[C@@H](CO)O1)NCc1ccccc1Cl	-5.1%
CCOC(=O)C1CCCN(C(=O)c2cccc(S(=O)(=O)NCc3ccccc3)c2)C1 (stereo not given)	?
CCOC(=O)C1=C(COC(=O)CNS(=O)(=O)c2ccc(C)c(C)c2)NC(=O)NC1C (stereo not given)	-8.4%
CC(=O)NCCNc1nc2cc(-c3ccc(C(=O)N4CCN(C)CC4)cc3)sc2c(=O)n1C	8.9%
C[C@@H](O)CNC(=O)c1[nH]cnc1C(=O)Nc1ccc(CNC(=O)OC(C)(C)C)cc1	?
CC(=O)Nc1ccc(-c2ccnc3c2CC(C)(C(=O)Nc2ccc(Cl)c(C(F)(F)F)c2)O3)cc1 (stereo not given)	14.6µM*
CCCCNC(=O)c1nc(-c2cccc(C(F)(F)F)c2)oc1-c1ccc(OC(F)(F)F)cc1	-28.5%
O=C(NNC(=O)C(c1ccccc1)c1ccccc1)c1ccccc1O	18.4µM*
COCCNC(=O)C1(C)CCCN(Cc2csc(-c3ccc(Cl)cc3)n2)C1 (stereo not given)	11.6µM*
CCOc1ccc(NC(=O)CN(C)C(=O)c2cc3c(s2)CCC3)cc1OCC	?
CC1=C(C(=O)N2CCCCCC2)CC(CC(=O)NCCN2CCOCC2)C(=O)N1CCCN1CCCC1=O (stereo not given)	-2.4%
CNc1cnc(-c2ccc(F)c(F)c2F)cn1	0.0%
FC(F)(F)c1ccccc1Cc1c(C2CCCCC2)nc2ccc(Cl)cn12	?
CC1(C(=O)NS(=O)(=O)C2CC2)CCN(C(=O)c2ccccc2C(F)(F)F)C1 (stereo not given)	-19.6%
CC(C)(C)OC(=O)N1CCc2onc(-c3ccccc3F)c2C1=O	-10.8%
COc1ccccc1CNC(=O)C[C@@H]1CC[C@H]2[C@@H](COC[C@H](O)CN2Cc2ccccc2)O1	-4.8%
CC(C)(C)n1nnnc1C(c1cccs1)N1CCN(C/C=C/c2ccccc2)CC1 (stereo not given)	?
CCOC(=O)C1(C)CCCN1C(=O)c1cccc(F)c1 (stereo not given)	?
COc1ccc(OC)c(NC(=O)C2(C)CCN2C(C)C)c1 (stereo not given)	-18.5%
CC(=O)Nc1cccc(-c2ccnc3c2CC(C(=O)Nc2cccc(OC(F)(F)F)c2)O3)c1 (stereo not given)	?

Single entries from above.
Entry for O=C(NNC(=O)C(c1ccccc1)c1ccccc1)c1ccccc1O under TDP1 cell CPT: 18.4µM*
Entry for CC1=C(C(=O)N2CCCCCC2)CC(CC(=O)NCCN2CCOCC2)C(=O)N1CCCN1CCCC1=O (stereo not given) under TDP1 cell CPT: -2.4%

New compounds follow:
SMILES	TDP1 cell CPT
CC1(C(=O)NS(=O)(=O)c2cccc(Cl)c2)CCN1C(=O)Cc1ccccc1 (stereo not given)	-7.9%
CN[C@H]1C[C@@H](c2ccccc2)N(C(C)=O)C[C@H]1CO	?
O=C1NC[C@@H](CCCCN2C[C@H](Cc3ccccc3)N(CCc3ccccc3)C(=O)C2=O)N(CCc2ccccc2)C1=O	-7.5%
CCc1cccc(NC(=O)COC(=O)c2c(-c3ccccc3)noc2C)c1	?
O=C(Nc1ccc2c(c1)OCCO2)C(c1ccncc1)n1c(=O)c(-c2ccco2)nc2ccccc21 (stereo not given)	10.3µM*
COc1ccc(NC(=O)C(c2ccnc3ccccc23)n2c(=O)c(-c3ccccc3)nc3ccccc32)cc1 (stereo not given)	0.6%
CC(=O)C1=CCC(c2ccccc2)N(S(=O)(=O)c2ccccc2C)C1 (stereo not given)	?
COc1ccc(NC(=O)Cn2nnc(-c3ccccc3)c2COc2ccc(C(C)=O)cc2)cn1	-30.0%
CCOC(=O)C1(C)CCCCCN1C(=O)c1ccco1 (stereo not given)	-17.9%
CC(C)CCN1C(=O)CSCC1(C)C(=O)NCc1ccccc1 (stereo not given)	?
COc1ccc2c(c1)CCc1cnc(-n3ncc(C(=O)N(C)CC4CCCN(C)C4)c3C)nc1-2 (stereo not given)	-11.3%
CCOC(=O)C1=CCN(S(=O)(=O)c2ccccc2C)C1c1ccc(C)cc1 (stereo not given)	?
C[C@@H]1CN([C@@H](C)CO)C(=O)CCCn2nncc2CO[C@H]1CN(C)C	5.1%
CCC1CN(CCNC(=O)c2cccnc2OC)Cc2cc(OC)ccc2O1 (stereo not given)	4.4%[9.04 µM]
COc1ccc(CNC(=O)CC[C@H]2O[C@@H](n3ccc(=O)[nH]c3=O)[C@H](O)[C@@H]2O)cc1	1.5%
COc1ccc(CNC(=O)C2CCC(=O)N(C3CCCCCC3)C2)c(OC)c1 (stereo not given)	16.4µM*
Cc1c(C(=O)NCc2ccc3c(c2)OCCO3)sc(=O)n1Cc1cccc(C(F)(F)F)c1	?
N#Cc1ccc(C(=O)N2CCCCC2c2cc(C(=O)NCc3ccccc3)no2)cc1 (stereo not given)	-3.8%
N#Cc1ccccc1NC(=O)C1CCCO1 (stereo not given)	1.1%
O=C(Nc1nnc([C@H]2C[C@H](O)[C@@H](CO)O2)s1)c1cccc(C(F)(F)F)c1	14.9%
Cc1cc(C(=O)Nc2ccccc2-c2nc(CNC(=O)c3sc(C)nc3C)c(C)o2)c(C)o1	-8.6%[9.04 µM]
CCC(=O)N1CCC1(C)C(=O)Nc1ccc2scnc2c1 (stereo not given)	?
COc1ccc(-c2cccc3c2OC(CNC(=O)c2ccc4c(c2)OCO4)C3)nn1 (stereo not given)	17.2%[9.04 µM]
CC(=O)NCC(=O)NCC1Cc2cc(C)cc(-c3ccccn3)c2O1 (stereo not given)	6.0%[9.04 µM]
CCN(CC)C(=O)C1=C(C)N(Cc2ccc(F)cc2)C(=O)C(CC(=O)NCCc2ccccn2)C1 (stereo not given)	5.4%
